Source: PubChem
CHOP inhibitor: blocks CHOP induction under ER stress; 220,000 compounds, 3.8% hits; inhibition, % at 10 µM; CHO-K1 CHOP-promoter luciferase, tunicamycin-induced, 15-18 h;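 active = compounds that reduced the stress-induced luciferase reporter signal by more than about 70% of percent inhibition, limit read from the data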;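 note: 0% = tunicamycin plus vehicle and 100% = wells without tunicamycin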
NPY-Y1 PAM-ag: potentiates or activates human NPY-Y1 receptor; P25929; NPY-Y1 expressing cells, potentiator/agonist activation; activation, % at 3.6 µM; 220,000 compounds, 0.37% hits; in the data active = activation above about 33%, passing the limit was not always enough;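 note: cells stimulated with NPY at EC10 then isoproterenol at EC100; 0% = low agonist plus stimulus and 100% = saturating agonist plus stimulus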
NPY2 pot ag: potentiates or activates human NPY-Y2 receptor | activation, % at 3.6 µM | AID 1359 | P49146 | 220,000 compounds, 0.45% hits | cells expressing NPY-Y2, potentiator/agonist read-out; in the data active = activation above about 27%;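 note: cells stimulated with NPY near EC25 plus isoproterenol at EC100; 0% = vehicle plus submaximal agonist and 100% = vehicle plus saturating agonist; some results beyond the cut were filed as inactive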
TRPML3 ag: human mucolipin-3 channel agonism; HEK293 TRPML3-YFP, Fluo-8 calcium fluorescence; 100% = the carbachol control signal; activation, % at 3 µM; 220,000 compounds, 0.29% hits;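 active = activation above its plate's cutoff, the mean activation of the plate's test wells plus 3 SD, cut at about 12% in these data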;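 note: 0% = DMSO only wells and 100% = carbachol wells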
Target sequence (Q8TDD5 whole entry, looked up): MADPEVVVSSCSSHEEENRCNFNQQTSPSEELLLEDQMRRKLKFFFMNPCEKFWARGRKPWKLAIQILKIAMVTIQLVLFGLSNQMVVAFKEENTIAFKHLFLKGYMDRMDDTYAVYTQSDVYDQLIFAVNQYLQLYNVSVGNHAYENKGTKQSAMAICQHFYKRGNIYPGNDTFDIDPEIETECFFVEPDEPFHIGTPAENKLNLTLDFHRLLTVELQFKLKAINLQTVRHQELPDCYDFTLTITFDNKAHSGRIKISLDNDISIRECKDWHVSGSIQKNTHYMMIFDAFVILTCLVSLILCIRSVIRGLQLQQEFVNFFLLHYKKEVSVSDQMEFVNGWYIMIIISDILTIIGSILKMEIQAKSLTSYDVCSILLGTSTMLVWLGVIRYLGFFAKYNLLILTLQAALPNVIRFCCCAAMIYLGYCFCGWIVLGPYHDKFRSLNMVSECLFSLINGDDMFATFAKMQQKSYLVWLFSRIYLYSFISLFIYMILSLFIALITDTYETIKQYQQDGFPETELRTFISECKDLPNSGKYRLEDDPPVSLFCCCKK
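Test system: HEK293 cells stably carrying human TRPML3-YFP; Doses: single dose, 3 µM final nominal compound, 0.3% DMSO final; Schedule: dye loading 1 h 37 °C then 30 min ambient, 125 s read; Technique: Fluo-8 calcium fluorescence; Benchmarks: high control carbachol 87 µM, low control DMSO.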
EP2 modulator: modulators of human EP2 prostaglandin E2 receptor. EP2-expressing cells, cAMP HTRF FRET, PGE2 co-stimulation. 260,000 compounds, 0.83% hits. P43116. induction, % at 25 µM;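 active = compounds whose cAMP rise, as percent of the full-agonist control response, exceeds 60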;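 note: rat C6 glioma line stably carrying human EP2 under a CMV promoter; the protocol text gives 20 µM as final concentration; 100% = response of wells given 1 µM PGE2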
Target sequence (P43116 whole entry, looked up): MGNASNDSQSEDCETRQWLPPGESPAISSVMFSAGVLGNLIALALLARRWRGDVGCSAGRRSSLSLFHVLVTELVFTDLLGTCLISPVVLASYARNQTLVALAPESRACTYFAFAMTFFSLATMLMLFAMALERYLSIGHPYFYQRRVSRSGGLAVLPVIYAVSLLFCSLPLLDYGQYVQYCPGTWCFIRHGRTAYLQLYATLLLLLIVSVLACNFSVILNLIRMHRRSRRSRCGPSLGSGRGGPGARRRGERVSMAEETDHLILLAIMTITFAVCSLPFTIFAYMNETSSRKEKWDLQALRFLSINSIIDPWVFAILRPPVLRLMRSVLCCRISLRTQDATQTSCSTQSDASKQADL
NPY Y1 blocker: blocks the human neuropeptide Y Y1 receptor. P25929. HEK293-CNG Y1 cells, membrane potential fluorescence; NPY at EC95, then isoproterenol. inhibition, % at 3.6 µM. 200,000 compounds, 1% hits. AID 1040;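 active = inhibition above the campaign mean inhibition of all tested compounds plus 3 SD, cut at about 20% in these data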;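 note: 0% = DMSO wells given NPY plus isoproterenol and 100% = isoproterenol alone without NPY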
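Benchmarks – high control isoproterenol alone, low control NPY with isoproterenol · Material – HEK293 Y1/CNG channel cell line · Times – dye 3 h, compound 60 min room temperature, stimulation 45 min · Probe or stimulus – NPY (25 nM), isoproterenol (1 µM), Ro 20-1724 (25 µM) · Evaluation – % inhibition of NPY effect · Signal – fluorescence, membrane potential probe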
zfTRPN1 agonist: agonists of zebrafish TRPN1 channel; HEK293 zebrafish TRPN1-YFP, Fluo-8 calcium fluorescence; 100% = response to 87 µM carbachol; AID 1424; activation, % at 3 µM; 220,000 compounds, 0.18% hits;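 active = activation above its plate's cutoff, the mean activation of test wells on that plate plus 3 SD, cut at about 19% in these data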;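 note: 0% = DMSO alone and 100% = 87 µM carbachol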
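Control set: carbachol 87 µM as high control, DMSO as low control; system: HEK293 stable line with zebrafish TRPN1-YFP; read-out: % activation versus carbachol response; detection: intracellular calcium fluorescence with Fluo-8; doses: single test compound dose, 3 µM nominal, 0.3% DMSO; schedule: dye 1 h 37 °C plus 30 min RT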
S1P4 antag: blocks the human S1P4 receptor; S1P4-expressing cells, antagonist mode, reporter read-out; inhibition, % at 4.98 µM; 220,000 compounds, 0.26% hits; AID 1510; in the data active = inhibition above about 29%;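 note: 0% = wells stimulated with agonist and 100% = vehicle wells without agonist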
S1P4 agonist: human S1P4 receptor agonism; O95977; activation, % at 4.98 µM; S1P4-expressing cell line, agonist reporter assay; 220,000 compounds, 0.35% hits; in the data active = activation above about 11%;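 note: 0% = DMSO vehicle and 100% = reference agonist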
Starred values were filed as active, the others as inactive; & = joins results of further samples.

`OC1CCNC(=S)N1c1ccccc1` (stereo not given) gave CHOP inhibitor 19.3, NPY-Y1 PAM-ag 6.2, NPY2 pot ag -0.8, TRPML3 ag 0.9, EP2 modulator 8.0, NPY Y1 blocker 1.2, zfTRPN1 agonist -0.3, S1P4 antag -16.0 and S1P4 agonist 5.0.
`Cc1cc(NC(=O)CCN2CCC(C(N)=O)CC2)ccc1Br` gave CHOP inhibitor 14.8, NPY-Y1 PAM-ag 4.3, NPY2 pot ag -6.4, TRPML3 ag 0.7, EP2 modulator -6.9, NPY Y1 blocker 4.0, zfTRPN1 agonist 0.7, S1P4 antag -6.3 and S1P4 agonist -0.1.
`CN1C(=O)CS(=O)c2ccc(C(=O)NC3CC3)cc21` (stereo not given) gave CHOP inhibitor 4.6, NPY-Y1 PAM-ag 5.7, NPY2 pot ag -11.3, TRPML3 ag 0.4, EP2 modulator 12.5, NPY Y1 blocker 4.3, zfTRPN1 agonist 0.0, S1P4 antag 4.9 and S1P4 agonist 1.0.
CCn1c(=Nc2ccc(N3CCOCC3)cc2)ccc2ccccc21 was read as CHOP inhibitor 21.8, NPY-Y1 PAM-ag -19.2, NPY2 pot ag -6.3, TRPML3 ag -0.1, EP2 modulator 4.8, NPY Y1 blocker -0.1, zfTRPN1 agonist -0.7, S1P4 antag -13.5 and S1P4 agonist -2.2.
O=C(N/N=C/c1c[nH]c2ccccc12)c1cc(-c2cccc3ccccc23)n[nH]1 was read as CHOP inhibitor 11.8, NPY-Y1 PAM-ag 8.8, NPY2 pot ag 2.0, TRPML3 ag 0.6, EP2 modulator -3.3, NPY Y1 blocker -2.8, zfTRPN1 agonist 1.2, S1P4 antag 0.8 and S1P4 agonist -0.5.
`CN1CCN(c2ccc(NC(=O)c3ccccc3Br)cc2)CC1` gave CHOP inhibitor -5.2, NPY-Y1 PAM-ag 1.4, NPY2 pot ag 6.0, TRPML3 ag 0.6, EP2 modulator 6.5, NPY Y1 blocker -6.1, zfTRPN1 agonist 0.4, S1P4 antag 12.1 and S1P4 agonist 2.8.
Screening Cc1cc(N/C=C(\C#N)S(=O)(=O)c2ccc(Cl)cc2)nc(C)n1 returned CHOP inhibitor 10.3, NPY-Y1 PAM-ag 0.2, NPY2 pot ag -5.8, TRPML3 ag -0.3, EP2 modulator -10.3, zfTRPN1 agonist -0.3, S1P4 antag -0.6 and S1P4 agonist -0.7.
Screening O=c1[nH]c(CSc2cccc[n+]2[O-])nc2ccccc12 returned CHOP inhibitor -4.2, NPY-Y1 PAM-ag -0.6, NPY2 pot ag -8.8, TRPML3 ag 0.3, EP2 modulator 16.7, zfTRPN1 agonist 1.1, S1P4 antag -12.9 and S1P4 agonist 0.8.
For COc1ccc2[nH]c(=O)c(CN(C(=O)c3cccnc3)c3cccc(C)c3)cc2c1 the results were CHOP inhibitor 7.9, NPY-Y1 PAM-ag 17.1, NPY2 pot ag -1.5, TRPML3 ag 0.0, EP2 modulator -25.6, zfTRPN1 agonist -1.3, S1P4 antag 9.8 and S1P4 agonist 0.8.
CN(Cc1ccccc1)C(=S)NC(=O)C1CCCCC1 was read as CHOP inhibitor 16.1, NPY-Y1 PAM-ag 1.4, NPY2 pot ag 8.2, TRPML3 ag -1.1, EP2 modulator 8.6, NPY Y1 blocker 4.1, zfTRPN1 agonist -1.5, S1P4 antag -7.9 and S1P4 agonist 1.0.
CN(C)c1ccc(C(=O)c2ccccc2C(=O)O)c(O)c1 was read as CHOP inhibitor -23.6, NPY-Y1 PAM-ag -8.2, NPY2 pot ag -10.1, TRPML3 ag 0.4, EP2 modulator -26.3, NPY Y1 blocker -2.3, zfTRPN1 agonist 1.2, S1P4 antag -7.0 and S1P4 agonist 0.0.
COC(=O)c1sc(S(=O)(=O)N2CCC(C(=O)O)CC2)c(C(=O)OC)c1C was read as CHOP inhibitor 12.4, NPY-Y1 PAM-ag -5.8, NPY2 pot ag -3.4, TRPML3 ag 0.6, EP2 modulator -6.0, NPY Y1 blocker 10.6, zfTRPN1 agonist 0.9, S1P4 antag 7.3 and S1P4 agonist 2.8.
Screening C/C(=N\NC(=O)CSc1nc2nc(C)cc(C)n2n1)c1ccccc1 returned CHOP inhibitor -3.9, NPY-Y1 PAM-ag -11.2, NPY2 pot ag -11.4, TRPML3 ag 1.1, EP2 modulator 6.8, NPY Y1 blocker -0.2, zfTRPN1 agonist 0.7, S1P4 antag -12.9 and S1P4 agonist -1.0.
For O=C(O)c1cc(S(=O)(=O)Nc2ccccc2C(=O)O)ccc1O the results were CHOP inhibitor -10.1, NPY-Y1 PAM-ag -0.7, NPY2 pot ag -20.4, TRPML3 ag 0.5, EP2 modulator 8.0, NPY Y1 blocker 6.6, zfTRPN1 agonist -0.4, S1P4 antag -4.5 and S1P4 agonist 0.5.
For CCN(CC)CCN(C(=O)Cn1nnc(-c2ccc(OC)c(OC)c2)n1)C(C(=O)NC1CCCC1)c1ccc(F)cc1 (stereo not given) the results were CHOP inhibitor 0.4, NPY-Y1 PAM-ag -30.0, NPY2 pot ag -19.9, TRPML3 ag 0.7, EP2 modulator 20.2, NPY Y1 blocker 16.4, zfTRPN1 agonist 0.3, S1P4 antag -6.9 and S1P4 agonist 3.5.
Screening COc1cccc(/C=C/C(=O)OCC(=O)c2cc(C)n(CC3CCCO3)c2C)c1OC (stereo not given) returned CHOP inhibitor 17.1, NPY-Y1 PAM-ag -5.2, NPY2 pot ag 4.2, TRPML3 ag 1.1, EP2 modulator -13.2, NPY Y1 blocker 3.4, zfTRPN1 agonist 1.0, S1P4 antag -13.5 and S1P4 agonist 1.0.
`CCC(C)C(NC(=O)c1ccccc1NC(=O)c1ccco1)C(=O)NNC(=O)c1ccc(OC)cc1` (stereo not given) gave CHOP inhibitor 19.7, NPY-Y1 PAM-ag 1.6, NPY2 pot ag -3.5, TRPML3 ag -0.1, EP2 modulator -1.9, NPY Y1 blocker -1.9, zfTRPN1 agonist -2.1, S1P4 antag -12.5 and S1P4 agonist 1.4.
`Cc1nc2ccc([N+](=O)[O-])cc2nc1C` gave CHOP inhibitor -3.6, NPY-Y1 PAM-ag 6.2, NPY2 pot ag -4.7, TRPML3 ag 0.1, EP2 modulator -9.6, NPY Y1 blocker 0.1, zfTRPN1 agonist 0.6, S1P4 antag -13.5 and S1P4 agonist 0.0.
`CCCC(=O)Nc1ccccc1NC(=O)C1CCCCC1` gave CHOP inhibitor 22.4, NPY-Y1 PAM-ag 8.0, NPY2 pot ag 5.6, TRPML3 ag 0.6, EP2 modulator -3.2, NPY Y1 blocker 8.7, zfTRPN1 agonist -0.8, S1P4 antag 7.4 and S1P4 agonist 0.1.
For O=C(c1ccc(Cl)c([N+](=O)[O-])c1)N(c1ccccn1)c1ccccn1 the results were CHOP inhibitor 8.6, NPY-Y1 PAM-ag 10.8, NPY2 pot ag 7.5, TRPML3 ag -0.1, EP2 modulator 8.2, NPY Y1 blocker 0.7, zfTRPN1 agonist -2.0, S1P4 antag -18.0 and S1P4 agonist 0.0.
`COc1ccc(S(=O)(=O)N2CCCC2C(=O)Nc2nnc(-c3cccnc3)s2)cc1` (stereo not given) gave CHOP inhibitor 1.1, NPY-Y1 PAM-ag 2.0, NPY2 pot ag 4.6, TRPML3 ag 0.2, EP2 modulator -0.3, NPY Y1 blocker -6.1, zfTRPN1 agonist 0.7, S1P4 antag -7.7 and S1P4 agonist 0.7.
Screening C/C(=N\Nc1cccc(C(F)(F)F)c1)c1ccc(O)cc1 returned CHOP inhibitor 9.2, NPY-Y1 PAM-ag 13.4, NPY2 pot ag 6.4, TRPML3 ag 0.2, EP2 modulator 19.1, NPY Y1 blocker -5.3, zfTRPN1 agonist -1.1, S1P4 antag 15.7 and S1P4 agonist 1.1.
CCCC(=O)Nc1c(-c2ccccc2OC)c(=O)c2ccccc2n1C was read as CHOP inhibitor 6.8, NPY-Y1 PAM-ag 8.5, NPY2 pot ag -6.9, TRPML3 ag -0.2, EP2 modulator 0.4, zfTRPN1 agonist 0.1, S1P4 antag -4.3 and S1P4 agonist -0.9.
Screening N/C(Cc1ccc([N+](=O)[O-])cc1)=N\OC(=O)c1cccc(Br)c1 returned CHOP inhibitor 58.7, NPY-Y1 PAM-ag -25.5, NPY2 pot ag 6.5, TRPML3 ag 1.0, EP2 modulator -38.0, NPY Y1 blocker 12.2, zfTRPN1 agonist -1.0, S1P4 antag 7.8 and S1P4 agonist -0.9.
`CCC1NC(=S)NC(C)=C1C(=O)c1ccccc1` (stereo not given) gave CHOP inhibitor 10.6, NPY-Y1 PAM-ag 3.6, NPY2 pot ag 3.9, TRPML3 ag 1.0, EP2 modulator -3.2, NPY Y1 blocker -0.1, zfTRPN1 agonist 0.1, S1P4 antag 8.0 and S1P4 agonist -2.3.
Screening COc1ccc(S(=O)(=O)N2CCC(C(=O)c3ccc4c(c3)OCCO4)CC2)cc1 returned CHOP inhibitor 8.3, NPY-Y1 PAM-ag -11.2, NPY2 pot ag -10.9, TRPML3 ag 0.7, EP2 modulator -17.1&-47.8, NPY Y1 blocker 13.4, zfTRPN1 agonist 1.8, S1P4 antag 1.4 and S1P4 agonist -2.4.
O=C(c1cc2cc(Br)cc(Br)c2oc1=O)N1CCCc2ccccc21 was read as CHOP inhibitor 58.3, NPY-Y1 PAM-ag 16.4, NPY2 pot ag -1.7, TRPML3 ag -0.8, EP2 modulator -1.2, NPY Y1 blocker 1.1, zfTRPN1 agonist -0.1, S1P4 antag 0.8 and S1P4 agonist -0.4.
COc1cccc(-c2nn(-c3ccccc3)cc2C(=O)O)c1 was read as CHOP inhibitor 35.0, NPY-Y1 PAM-ag 11.0, NPY2 pot ag 13.6, TRPML3 ag 0.4, EP2 modulator -2.9, NPY Y1 blocker -9.1, zfTRPN1 agonist 0.2, S1P4 antag 2.1 and S1P4 agonist 0.1.
Screening COc1ccc(S(=O)(=O)NC(C)C(=O)Nc2ccccc2C(F)(F)F)cc1 (stereo not given) returned CHOP inhibitor -11.9, NPY-Y1 PAM-ag 6.8, NPY2 pot ag -4.2, TRPML3 ag -0.4, EP2 modulator -32.6, NPY Y1 blocker 8.4, zfTRPN1 agonist -1.3, S1P4 antag -18.2 and S1P4 agonist -4.6.
Screening COCCNC(=O)C(c1ccc(Cl)cc1)N(CCOC)C(=O)CCC(=O)Nc1nccs1 (stereo not given) returned CHOP inhibitor -14.8, NPY-Y1 PAM-ag 5.5, NPY2 pot ag 3.1, TRPML3 ag 0.2, EP2 modulator 3.4, NPY Y1 blocker 2.4, zfTRPN1 agonist -0.3, S1P4 antag -9.6 and S1P4 agonist 0.7.
